HBB splice mod – modulators of hemoglobin beta chain splicing; HBB splicing reporter cell assay, activation; EGFP reporter with mutant IVS2-654 intron; response scale: normalised to 500 nM splice-correcting PNA; Potency, µM (series often up to 46.1 µM), without a hit: at the top dose activation, usual class: activators; 65,000 tested, 0.06% active; note: potency is the fitted concentration of half-maximal effect; 0% is about no effect
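Compounds were applied for 2 days to HeLa EGFP-654 cells, 500/well in Optimem with 2% FCS. The reporter's EGFP is disrupted by mis-splicing of beta-globin intron IVS2-654. Readout: summed well GFP fluorescence from 488 nm laser scanning; reference was 500 nM antisense […] 654 PNA.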
UbGFP stabilizer – ubiquitin-GFP accumulation via proteasome inhibition. AID 526. 67,000 tested, under 10 active. Ubiquitin-GFP reporter cells, proteasome inhibition, GFP fluorescence; response scale: untreated = 0%, 10 µM MG-132 = 100%. Potency, µM (highest dose often 45.9 µM), for the others: top-dose activation (GFP accumulation), most hits filed as activators; active = well fitted activation curve with a large enough effect, not every such curve was filed as active; inconclusive = small, poorly fitted or top-dose-only effect, or another doubt; inactive = no such curve, though single readings can be large or run the other way; note: potency is the fitted concentration of half-maximal effect
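Proteasome blockade was scored as a rise in GFP-expressing U2OS cells carrying a ubiquitin(G76V)-GFP construct, imaged after 4 hr compound treatment at 37 °C across a 46 uM–2.9 nM series.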
Hsp90 Hop PPI – changes Hsp90-Hop TPR2A binding signal, up or down; AlphaScreen TPR2A-His6 binding biotin-Hsp90 C-terminal peptide; Potency, µM (titrated, usually from 57 µM), for inactives: top-dose activity change, negative = inhibition; 71,000 tested, 0.44% active; AID 595; active = well fitted curve in either direction with a large enough effect; inconclusive = small, poorly fitted or top-dose-only effect, or another doubt; note: potency is the fitted concentration of half-maximal effect; % is set by controls: 0 for no effect and ±100 for the full control effect; many of its hits are not listed in these tables
TexasRed autofl – Texas Red region autofluorescence; AID 587; Compound fluorescence, Texas Red channel, 547/618 nm; stronger effect = higher value; 59,000 tested, 0.06% active; max dye-equivalent concentration, M; in the data active = max dye-equivalent concentration above about 10 nM; inconclusive = between about 1.1 nM and that limit
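Texas Red-region profiling: compounds in 100 mM Tris pH 8.0 were read at 547/618 nm after 15 min at room temperature. Intensities were normalized against a six-point Texas Red standard series to give dye-equivalent concentration.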
4-MU autofl – compound fluoresces in the 4-MU spectral region; 59,000 tested, 11% active; AID 589; max dye-equivalent concentration, M; compound autofluorescence, 340/450 nm, 4-MU equivalents; stronger effect = higher value; in the data active = max dye-equivalent concentration above about 10 nM; inconclusive = mostly about 1.1 nM to 9.6 nM
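Compounds in 100 mM Tris, pH 8.0, sat 15 min at room temperature before fluorescence was read at 340 nm excitation/450 nm emission; a per-plate six-point 4-MU standard curve converted signals to dye-equivalent concentration at each compound concentration.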
ERK AVP block – vasopressin-driven ERK pathway inhibition. 72,000 tested, 0.99% active. AID 995. HEK293-V1b, vasopressin-stimulated pERK AlphaScreen. Potency, µM (top dose mostly 57.5 µM), for inactives: at the highest dose activity, negative = inhibition, usual class: inhibitors; note: potency is the fitted concentration of half-maximal effect; % is set by controls: 0 for no effect and ±100 for the full control effect; nearly all actives have a fitted effect of over 55% in size
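HEK293 cells stably expressing V1b receptor, seeded overnight in 1% FBS, were treated with compounds for 30 min at 37C, then stimulated 5 min with 25 nM vasopressin; phospho-ERK read by AlphaScreen SureFire after lysis.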
A350 autofl – A350 region autofluorescence. Compound autofluorescence, 340/450 nm, Alexa 350 dye-equivalents; stronger effect = higher value. max dye-equivalent concentration, M. 59,000 tested, 11% active. AID 590; in the data active = max dye-equivalent concentration above about 10 nM; inconclusive = mostly about 1.1 nM to 9.6 nM
FLuc inh – firefly luciferase inhibition | P08659 | 72,000 tested, 2.2% active | purified firefly luciferase, luminescence, 8 min | AID 411 | Potency, µM (titrated, usually from 57.1 µM), for inactives: top-dose activity change, negative = inhibition, actives largely listed as inhibitors; note: potency is the fitted concentration of half-maximal effect; % is set by controls: 0 for no effect and ±100 for the full control effect; nearly all actives have a fitted effect of over 40% in size
Target sequence (P08659 whole entry, looked up): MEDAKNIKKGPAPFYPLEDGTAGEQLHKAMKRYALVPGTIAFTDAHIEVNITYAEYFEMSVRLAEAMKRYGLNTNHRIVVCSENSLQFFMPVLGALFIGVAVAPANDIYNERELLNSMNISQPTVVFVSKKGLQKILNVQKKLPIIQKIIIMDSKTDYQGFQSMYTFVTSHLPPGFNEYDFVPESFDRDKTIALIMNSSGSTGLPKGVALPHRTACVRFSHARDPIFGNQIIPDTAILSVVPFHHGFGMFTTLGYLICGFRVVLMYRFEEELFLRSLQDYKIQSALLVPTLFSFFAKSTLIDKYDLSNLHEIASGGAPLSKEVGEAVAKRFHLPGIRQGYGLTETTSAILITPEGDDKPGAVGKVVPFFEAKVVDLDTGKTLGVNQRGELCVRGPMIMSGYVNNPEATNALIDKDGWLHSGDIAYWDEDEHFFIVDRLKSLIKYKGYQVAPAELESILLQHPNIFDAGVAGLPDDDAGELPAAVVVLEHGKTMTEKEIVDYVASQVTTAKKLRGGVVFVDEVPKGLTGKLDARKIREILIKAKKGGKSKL
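Inhibition of light generation by firefly luciferase from ATP and luciferin was profiled with concentration-response curves per sample, ATP held at 10 uM within the enzyme's linear range. Plates were read by luminescence after an 8-minute ambient incubation.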
CRE-bla Fsk – CRE-bla signaling modulation under forskolin stimulation; CHO CRE-bla reporter (cAMP response element driving beta-lactamase), forskolin EC10, beta-lactamase ratio; Potency, µM (titrated, usually from 38.2 µM), for the others: at the highest dose activity change, negative = inhibition, actives largely listed as activators; 71,000 tested, 2.5% active; AID 662; active = well fitted activation curve with a large enough effect in the signal ratio, with a control signal flat, not every such curve was filed as active; inconclusive = small, poorly fitted or top-dose-only effect, or effect the other way, or a change in a side signal; the % refers to the signal ratio; note: potency is the fitted concentration of half-maximal effect; % of control where 0% means no effect
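Modulation of forskolin signalling: compounds in titration series added with EC10 NKH 477 to CHO cells carrying a CRE-driven beta-lactamase reporter, 3 h, 37C. CCF4 FRET ratio (460/530 nm, ex 405 nm) gives %activity and AC50.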
GFP derepression – epigenetic modulators derepressing GFP locus in mouse cells | mouse C127i GFP locus derepression, cytometry, 30 h | Potency, µM (series often up to 46.1 µM), inactives show top-dose GFP derepression (activation) | 68,000 tested, 0.09% active | AID 597; note: % of control where 0% means no effect
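Derepression screen: silenced CMV-GFP reporter in murine C127i cells, 30 h compound incubation at 37 C, washed cells imaged by laser-scanning cytometer to enumerate GFP-expressing objects of 20 to 120 um.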
Fluorescein fluor – compound fluoresces in the fluorescein spectral region; Compound autofluorescence, 480/540 nm, fluorescein-equivalent; stronger effect = higher value; AID 593; 59,000 tested, 0.91% active; max fluorescein-equivalent concentration, M; in the data active = max fluorescein-equivalent concentration above about 10 nM; inconclusive = between about 1.1 nM and that limit
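Autofluorescence profiling; 100 mM Tris, pH 8.0; incubation 15 min at RT; ex/em 480/540 nm; result as fluorescein-equivalent concentration.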
The depositor's hits bear a star; i = inactive; ? = inconclusive; . = not tested or not shown; [ ] = dose if it differs, or a comment. Unless noted, calls come from the whole dose curve; as a rule, active = well fitted curve in the direction sought with a large enough effect; inconclusive = small, poorly fitted or top-dose-only effect, or another doubt; inactive = no such curve, though single readings can be large; an effect the other way counts as inactive or inconclusive. The list is partial, so the mix of outcomes need not match the whole.

SMILES	HBB splice mod	UbGFP stabilizer	Hsp90 Hop PPI	TexasRed autofl	4-MU autofl	ERK AVP block	A350 autofl	FLuc inh	CRE-bla Fsk	GFP derepression	Fluorescein fluor
CC(=O)Nc1ccc(S(=O)(=O)N2CCN(CC(=O)NC3CCCC3)CC2)cc1	-0.5%	-3%	-2%	i	i	-12%	?	1%	0%	1%	?
CS(=O)(=O)Nc1ccc2c(c1)nc1n2CCOC1	3.5%[0.369 µM]	.	0%	i	i	-18%	i	1%	-7%	0%	?
O=C(Nc1ccc(Cl)cc1)Nc1ccc(N2CCOCC2)cc1	-0.4%	-4%	-6%	?	i	-11%	i	-2%	2%	-3%	i
O=C(COc1ccc(Br)cc1)N1CCCCCC1	-1.7%	-7%	0%	.	.	-9%	.	-9%	7%	-2%	.
O=C(CCCn1c(=O)c2sccc2n(Cc2ccc(F)cc2)c1=O)NCc1ccco1	2.0%	1%	-3%	?	i	?	i	3%	3%	4%	i
COCCCn1c(=N)c(C(=O)NCC2CCCO2)cc2c(=O)n3cccc(C)c3nc21 (stereo unspecified)	.	1%	-4%	i	1.2e-05M*	?	9.4e-06M*	-1%	?	0%	i
CCOc1ccc(Cc2nccc3cc(OCC)c(OCC)cc23)cc1OCC	0.5%[20.6 µM]	13%[20.5 µM]	-6%[26 µM]	?	i	?	i	0%[25.5 µM]	1.3µM*	3%[20.6 µM]	?
CCCCCC(C)n1[nH]c(=O)c2c(C)cc(C)nc21 (stereo unspecified)	2.2%	1%	-2%	.	.	.	.	3%	?	.	.
Cc1onc(-c2c(Cl)cccc2Cl)c1C(=O)Nc1ccc2c(c1)OCCO2	-1.0%[9.22 µM]	0%	-1%	.	.	-1%	.	-1%	-4%	-4%	.
Cc1ccc2cccc(SCC(=O)N3CCOCC3)c2n1	-3.7%	0%	-2%	.	.	3%	.	-1%	-6%	-2%	.
CC1(c2ccccc2)NC(=O)N(CCN2C(=O)c3ccccc3C2=O)C1=O (stereo unspecified)	-1.7%[57.5 µM]	-4%	-1%	i	i	-14%	i	0%	-15%	0%	?
Cn1c(Cc2ccccc2)nnc1SCC(=O)Nc1ccccc1N1CCOCC1	1.0%	3%	-5%	i	i	-24%	i	-1%	?	4%	i
C=CCn1c(SCC(=O)Nc2ccccc2C)nnc1-c1ccncc1	.	-1%	-1%	?	i	-12%	i	0%	-4%	-2%	i
CCN1CCN(c2ncc(C(=O)Nc3cc(Cl)c(OC)cc3OC)c3ccccc23)CC1	0.1%	13%	-3%	i	i	7%	i	4%	0%	2%	i
COC(=O)CSc1nc2c(c(-c3ccco3)c1C#N)CCCC2	1.3%[57.5 µM]	-2%	-10%	i	?	-11%	?	1%	-4%	-2%	?
Cn1c(=O)c2ccccc2n(Cc2ccccc2F)c1=O	-1.5%	4%	2%	i	i	?	i	0%	20%	1%	i
COc1cccc(-c2cncnc2NCc2cnc(C)cn2)c1	0.1%	-3%	1%	i	i	-8%	i	0%[2.29 µM]	3%	0%[9.22 µM]	i
OCCNc1ncnc2c1c(-c1ccccc1)c(-c1ccccc1)n2Cc1ccco1	.	.	.	i	i	.	i	-1%[25.5 µM]	.	-4%[20.6 µM]	?
CCCCNC(=O)CSc1nc2ccccc2c(=O)n1C1CCCC1	0.8%	-3%	1%	i	i	1%	i	2%	6%	0%	i
CN(C)c1ccc(-c2nnc(-c3ccc(S(=O)(=O)C(F)F)cc3)o2)cc1	6.2%	1%	5%	i	i	-16%	i	6%	3%	-2%	2e-08M*
O=C(OCC(=O)N1CCOCC1)c1ccccc1SCC(=O)N1CCCC1	0.2%[57.5 µM]	-7%	1%	i	i	-19%	i	-1%	-18%	0%	i
CC(=O)c1c(N2CCCCC2)nc(=O)n(-c2ccccc2)c1C	-0.5%	-3%	0%	i	i	-1%	?	0%	4%	0%	i
CCOCCCNC(=O)c1ccccc1SCC	3.5%	-4%	-3%	i	i	12%	i	2%	-5%	0%	i
O=C(C(c1ccccc1)N1CCOCC1)N1CCOCC1 (stereo unspecified)	.	.	.	i	i	.	i	0%[25.5 µM]	.	2%[20.6 µM]	i
COc1ccc2c(c1)-c1nc(NC(=O)c3ccco3)sc1CC2	-0.3%[57.5 µM]	-4%	6%	i	?	?	?	-17%	?	-2%	i
CCOc1ccccc1OCC(=O)Nc1nnc(COC)s1	-0.4%[57.5 µM]	-3%	1%	i	i	-3%	i	2%	1%	-1%	i
Cc1cc(=O)n2nc(N3CCC(C(=O)NCc4cccnc4)CC3)sc2n1	-1.3%	6%	2%	i	i	?	i	7%	?	1%	i
CCOC(=O)CCCCC(=O)c1[nH]c(=O)[nH]c1CSc1nc(-c2ccccc2)c(C#N)c(=O)[nH]1	0.6%	0%	?	i	i	-10%	i	3%	-7%	-3%	i
CCOC(=O)C1/C(=N\O)CC(C)(O)C(C(=O)OCC)C1c1ccc(OC)c(OC)c1 (stereo unspecified)	.	.	.	i	?	.	?	2%[25.5 µM]	.	-2%[20.6 µM]	i
COc1ccc(NC(=O)C2CCC(C)(C(=O)O)C2(C)C)cc1 (stereo unspecified)	0.3%	-10%	-4%	.	.	8%	.	-1%	0%	-4%	.
COc1ccc(-c2nnc(SCC(=O)OC3CCCCC3)o2)cc1OC	0.7%[57.5 µM]	-5%	8%	i	i	10%	i	7%	?	0%	i
O=C(Cn1nnc(-c2ccccc2)n1)NCc1ccc2c(c1)OCO2	.	9%	0%	i	i	1%	i	1%	0%	8%	i
COC(=O)C1=C(C)NC(=O)C1(Nc1nccs1)C(F)(F)F (stereo unspecified)	-1.9%	2%	-13%	i	?	?	?	1%	6%	9%	?
Cc1nn2c(N3CCCC3)cc(C(C)C)nc2c1-c1ccccc1	2.7%	3%	?	i	3.6e-07M*	46%[activator]	3.2e-07M*	3%	?	3%	?
Cc1ccccc1-n1c(C)nnc1SCC(=O)NCC1CCCO1 (stereo unspecified)	0.5%[57.5 µM]	-4%	-2%	i	i	15%	i	1%	-3%	0%	i
CCOc1cccc(NC(=O)CC#N)c1	-0.3%	-3%	-1%	i	i	-8%	i	-1%	-3%	3%	?
Clc1ccc(Cc2nnc(-c3ccccc3Br)o2)cc1	1.5%	3%	?	.	.	50%[activator]	.	-4%	18%	5%	.
CCOC(=O)N1CCC(N2Cc3cccc(C(=O)NCc4ccc(C)cc4)c3C2=O)CC1	1.3%	20%	1%	.	.	-18%	.	-1%	3%	-2%	.
N#Cc1ccc(Sc2nc3ccccc3[nH]2)cc1C#N	-0.1%[9.22 µM]	-12%	-3%	.	.	2%	.	-5%	-8%	1%	.
CCN(CC)CCCNC(=O)Cn1cc2c(n1)CCC(C)C2 (stereo unspecified)	-0.2%	1%	-1%	.	.	-4%	.	3%	-1%	3%	.

A second format for part of the listing above:
Compound: CCOc1cccc(NC(=O)CC#N)c1
  HBB splice mod: -0.3%
  UbGFP stabilizer: -3%
  Hsp90 Hop PPI: -1%
  TexasRed autofl: i
  4-MU autofl: i
  ERK AVP block: -8%
  A350 autofl: i
  FLuc inh: -1%
  CRE-bla Fsk: -3%
  GFP derepression: 3%
  Fluorescein fluor: ?

Compound: CCOC(=O)CCCCC(=O)c1[nH]c(=O)[nH]c1CSc1nc(-c2ccccc2)c(C#N)c(=O)[nH]1
  HBB splice mod: 0.6%
  UbGFP stabilizer: 0%
  Hsp90 Hop PPI: ?
  TexasRed autofl: i
  4-MU autofl: i
  ERK AVP block: -10%
  A350 autofl: i
  FLuc inh: 3%
  CRE-bla Fsk: -7%
  GFP derepression: -3%
  Fluorescein fluor: i

The list goes on.
SMILES	HBB splice mod	UbGFP stabilizer	Hsp90 Hop PPI	TexasRed autofl	4-MU autofl	ERK AVP block	A350 autofl	FLuc inh	CRE-bla Fsk	GFP derepression	Fluorescein fluor
COc1cccc(OC)c1C(=O)Nc1ccc(S(=O)(=O)Nc2cc(C)nc(C)n2)cc1	.	-3%	-2%	i	i	5%	i	1%	0%	-2%	i
CC1(C)C(=O)Nc2ccccc2N1C(=O)CN1C(=O)c2ccccc2C1=O	1.2%	2%	-5%	i	?	-16%	1e-08M*	2%	-4%	1%	?
Cc1ccc(S(=O)(=O)NCC(=O)N(CCc2ccccc2)CC(=O)NCc2ccco2)cc1	-0.2%[57.5 µM]	-3%	-6%	i	i	0%	i	-19%	?	0%	?
COc1ccccc1-c1cc(N)n[nH]1	-3.1%	-3%	-9%	i	i	23%	i	2%	1%	1%	i
CCNC(=O)c1ccccc1NC(=O)c1cccc(S(=O)(=O)N2CCC(C)CC2)c1	-1.4%	-7%	7%	i	i	-21%	i	0%	?	-1%	i
Cc1cc(-n2c(SCC(=O)NCc3cccs3)nc3n[nH]c(C)c3c2=N)ccc1Cl	1.6%[1.84 µM]	22%	1%	?	1.5e-08M*	-8%	?	0%	?	3%	?

Bioassay records from PubChem.
